# ALOX12 inh: inhibitors of human 12S-lipoxygenase ALOX12; P18054; purified 12hLO, xylenol orange hydroperoxide absorbance; Potency, µM (titrated, usually from 108 µM), for the others: at the highest dose activity change, negative = inhibition, usual class: inhibitors; 580,000 compounds, 1.1% hits; AID 1671190; active means well fitted inhibition curve with a large enough effect; inconclusive means small, poorly fitted or top-dose-only effect, or another doubt; inactive means no such curve, though single readings can be large or run the other way
# Target sequence (P18054 whole entry, looked up): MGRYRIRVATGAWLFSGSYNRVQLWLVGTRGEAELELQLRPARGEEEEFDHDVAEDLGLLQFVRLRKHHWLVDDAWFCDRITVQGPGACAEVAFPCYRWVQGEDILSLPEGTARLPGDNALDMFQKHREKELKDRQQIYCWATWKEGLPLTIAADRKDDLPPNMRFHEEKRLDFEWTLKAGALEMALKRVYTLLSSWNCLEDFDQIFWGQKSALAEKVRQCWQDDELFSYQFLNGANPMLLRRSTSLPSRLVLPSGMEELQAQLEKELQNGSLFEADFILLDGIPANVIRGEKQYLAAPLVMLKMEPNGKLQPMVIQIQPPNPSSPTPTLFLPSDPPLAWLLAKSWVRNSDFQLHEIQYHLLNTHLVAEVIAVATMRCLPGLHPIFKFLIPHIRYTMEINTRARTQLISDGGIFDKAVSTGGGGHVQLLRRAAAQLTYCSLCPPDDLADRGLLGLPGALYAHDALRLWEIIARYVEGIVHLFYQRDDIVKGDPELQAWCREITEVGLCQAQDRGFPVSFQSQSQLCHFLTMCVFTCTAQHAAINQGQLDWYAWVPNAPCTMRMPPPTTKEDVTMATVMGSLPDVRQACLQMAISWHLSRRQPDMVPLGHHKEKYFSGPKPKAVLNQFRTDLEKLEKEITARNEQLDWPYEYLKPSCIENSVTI
#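 Hydroperoxide product was detected by ferrous iron/xylenol orange as the 573 to 405 nm absorbance ratio. Arachidonic acid at 40 uM (final) was turned over for 30 min at room temperature by 150 nM human 12hLO, pH 7.0 Hepes buffer, after 15 min compound preincubation.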
# * marks the source's active call; other numbers are inactive results; ? = inconclusive; [ ] = dose if it differs, or a comment. On the % scale 0 is the no-effect control and ±100 the full control effect; potency means the concentration at half of the fitted maximal effect. The list is partial (hit frequency here may not be typical).
Compound | ALOX12 inh
CC(C)c1cccc(NC(=O)c2ccc3c(c2)NC(=O)CS3)c1 | -27%
O=C(C1CCCC1)N1CCC(c2nc(-c3ccc4nc[nH]c4c3)no2)CC1 | 36%[activator]
CCCCCCCSc1nc2c(c(=O)[nH]c(=O)n2C)n1CCC | ?
CN(C)c1ccc(C(=O)N2CCN(c3cc(-c4cccs4)[nH]n3)CC2)cc1 | 21%
O=C(c1n[nH]c(=O)c2ccccc12)N1CCCCCC1c1nnc(-c2ccccc2)o1 (stereo not drawn) | 9%
CC(=O)Nc1cccc(-c2n[nH]c3c2CC(=O)N(CCOc2ccccc2)C3)c1 | 1%[176 µM]
O=C(CN1CCN(C(=O)c2cc(C3CC3)nc3ccccc23)CC1)NC1CC1 | ?
Cc1cnc(C(=O)N[C@@H]2CCC[C@@H]2C(=O)Nc2cccc(F)c2C)cn1 | 33%[activator]
CCc1ccc(CN(C(=O)c2cc(=O)c3cc(CC)ccc3o2)C2CCS(=O)(=O)C2)cc1 (stereo not drawn) | ?
CC(C)(C)c1ccc(OC(=O)c2ccc(-n3cncn3)nc2)cc1 | 0%
COCCN(CC(N)=O)S(=O)(=O)c1cccc(Cl)c1 | 29%
CC(C)C(=O)NCCC1CCN(C(=O)Nc2cc(F)ccc2F)CC1 | 1%
Cc1nnc2n1CCC(N(C)C(=O)c1ccc3c(c1)OCO3)CC2 (stereo not drawn) | 45%[activator]
COc1ccc(CNc2nccn(-c3ccc(C(C)C)cc3)c2=O)cc1OC | -12%
O=C(NCCNc1cccnc1)C1CCC(=O)N(CCc2ccc(Cl)cc2)C1 (stereo not drawn) | 49%[activator]
CC(C)N1CCN(C(=O)c2cnc(-c3ccccc3)nc2-c2ccncc2)CC1 | 16%
COCCN1CC2(CCC1=O)CCN(C(=O)[C@@H]1C[C@@H](O)CN1)CC2 | ?
Cc1oc(-c2ccccc2)nc1C(=O)NCc1ccccc1 | 18µM*
O=C(NCC(c1cccnc1)N1CCCCC1)c1cn2c(n1)CNCC2 (stereo not drawn) | 110%[activator]
Cn1cc(CC(=O)Nc2ccc(Oc3cccnc3)cc2)c2ccccc21 | -1%
CCC(Oc1ccc(F)cc1)C(=O)Nc1cc(C(C)(C)C)on1 (stereo not drawn) | -4%
COc1cccc(N2C(=O)NC(=NC3CCCC3)C23CCN(C(=O)c2ccccc2F)C3)c1 (stereo not drawn) | 2%[6.33 µM]
Cc1nn2c(c1-c1ccccc1N1CCCC1)N(C(=O)c1ccc(F)cc1)CCC2 | 98%[activator][176 µM]
Cc1c(F)cc(C(N)=O)cc1NS(=O)(=O)c1ccc2ccccc2c1 | -9%
CC(=O)Nc1ccc(NC(=O)Cn2ccc3cc(Cl)ccc32)cc1 | -22%

# Exported with values ahead of the structure: part of the list above.
ALOX12 inh,structure
21%,CN(C)c1ccc(C(=O)N2CCN(c3cc(-c4cccs4)[nH]n3)CC2)cc1
9%,O=C(c1n[nH]c(=O)c2ccccc12)N1CCCCCC1c1nnc(-c2ccccc2)o1 (stereo not drawn)
110%[activator],O=C(NCC(c1cccnc1)N1CCCCC1)c1cn2c(n1)CNCC2 (stereo not drawn)
-1%,Cn1cc(CC(=O)Nc2ccc(Oc3cccnc3)cc2)c2ccccc21

# Returning to the listing, starting three compounds before the break.
Compound | ALOX12 inh
Cc1nn2c(c1-c1ccccc1N1CCCC1)N(C(=O)c1ccc(F)cc1)CCC2 | 98%[activator][176 µM]
Cc1c(F)cc(C(N)=O)cc1NS(=O)(=O)c1ccc2ccccc2c1 | -9%
CC(=O)Nc1ccc(NC(=O)Cn2ccc3cc(Cl)ccc32)cc1 | -22%
COc1ccc(OCC(=O)Nc2ccc(-c3nc4ccc(C)cc4o3)cc2)cc1 | ?
COc1ccc(N2CC(C(=O)Nc3c(C)nn(C)c3C)CC2=O)c(OC)c1 (stereo not drawn) | 5%
O=C(Cn1c(=O)c2c(ncn2C2CCCC2)n(Cc2ccccc2)c1=O)NCc1ccc(Cl)cc1 | ?
CC(C)c1nc(NC2CCCC2)ncc1C(=O)O | 9%
O=C(NCc1ccc(-n2cccn2)nc1)c1cccc(NC(=O)c2ccco2)c1 | 18%
COc1ccc(N2CC(c3noc(-c4cc(OC)c(OC)c(OC)c4)n3)CC2=O)cc1 (stereo not drawn) | 51%[activator]
Cc1cccc(C)c1NC(=O)Cn1nc(-c2cccs2)ccc1=O | 0%
N#Cc1ccc(OC(=O)Cc2ccc(F)cc2)cc1 | -5%
COc1ccc(C(=O)N2CCC(c3n[nH]c(=O)n3-c3ccc(C)cc3)CC2)c(OC)n1 | 5%
CN(C)C(=O)c1cc(-c2ccc(S(C)(=O)=O)cc2)c2cnn(C)c2n1 | 8%[6.33 µM]
CCN(CC)S(=O)(=O)NCc1ccnc(N2CCN(c3ccc(F)cc3)CC2)c1 | ?
CNCC(=O)N1CCC(n2nccc2NC(=O)Nc2ccccc2C)CC1 | -4%
CN1CCOc2c(C(=O)NCCN3CCNC3=O)cc(-c3ccc(O)c(F)c3)cc21 | -5%[176 µM]
COc1cc(F)ccc1C(C)=O | 23%
Cc1[nH]c(-c2ccccc2)nc1C(=O)N1CCN(c2ccccc2C#N)C(=O)C1 | 10%
Cc1cnc2c(S(=O)(=O)NCCCOCC3CC3)cccc2c1 | 4%
Cc1cc(SCC(=O)N(CCC#N)CCC#N)nc2c(C)cccc12 | 41%
CCCCc1cn([C@@H]2CN[C@H](C(=O)O)C2)nn1 | 37%[activator]
CC(C)(C)c1ccc2c(c1)OCCOCCOCCO2 | 2%
Cc1ccc(NC(=O)Nc2ccc3nc(NS(=O)(=O)c4ccccc4)sc3c2)cc1 | -4%
O=[N+]([O-])c1cccc(/C=N/Nc2ccc(Cl)nn2)c1 | 4%
CN1CCN(Cc2cn3c(=O)n(C)cc(-c4ccccc4F)c3n2)CC1 | 51%[176 µM]
Cc1ccc(C(=O)NC2CCN(c3cc(-c4cccs4)[nH]n3)C2)c(C)c1 (stereo not drawn) | 6%
COC(=O)C(Nc1cc(OC)ccc1OC)(c1ccc(F)cc1)C(Nc1cc(OC)ccc1OC)c1ccc(Br)cc1 (stereo not drawn) | 6%
Cc1[nH]nc2c1C(c1ccccc1)N(c1ccccc1)C2=O (stereo not drawn) | 0%
CCCS(=O)(=O)N1CC[C@H]2C(=O)NCCCCCCN(Cc3ccncc3)[C@@H]2C1 | 62%[activator]
COC(=O)[C@]12C[C@H](CC(=O)N3CCCC3)C(=O)N(CCC3=CCCCC3)C1=C[C@H](COCc1ccccc1)O[C@@H]2C | -3%
COc1ccc(C2(C(=O)N3CCCC3c3nc(C4CCOCC4)no3)CC2)cc1 (stereo not drawn) | ?
O=C(CCc1cccs1)N1CCCC(CO)(CC2CC2)C1 (stereo not drawn) | 25%
COc1ccc(C2(C(=O)N[C@H]3COC[C@H]3Cc3cc(C)no3)CCCC2)cc1 | 15%
COc1ccc(CNC(=O)N2CCOCC2CC(=O)N2CCCC2)cc1 (stereo not drawn) | -4%
CN1CC(=O)N(C2CCNC2)Cc2c(NC3CCN(Cc4ccccc4)CC3)ncnc21 (stereo not drawn) | -1%[6.33 µM]
Cn1c(C(=O)N2CCN(C(=O)c3ccccc3)CC2)cc2ccccc21 | ?
O=C(NCC1CCOCC1)C1CC(=O)N(c2n[nH]c3cc(Br)ccc23)C1 (stereo not drawn) | 31%
Cc1ccccc1-n1nnnc1C1(Nc2ccccc2)CCCCC1 | -28%
Cc1ccc(N(C)C(=O)c2cc(-c3ccco3)nc3ccccc23)cc1 | 35µM*
Cc1ccc(-c2cc(C(=O)NCc3ccncc3)c3ccccc3n2)c(C)c1 | 25%
COc1ccc(CN2CCC3(CC2)CC(c2cccc(C(F)(F)F)c2)=NO3)cc1 | -25%
Nc1nccc(N2C[C@H]3CN(C(=O)C4CCC4)C[C@@]3(C(=O)O)C2)n1 | -3%
Cc1ccc(S(=O)(=O)Oc2ccc3oc(=O)c(-c4ccccc4)c(C)c3c2)cc1 | 4%
O=C(CSc1nc(-c2ccccc2)cs1)C12CC3CC(CC(C3)C1)C2 | -12%
COc1cccc(CN2Cc3nc(-c4cc(Cl)ccc4OC)ccc3OCC2=O)c1 | 0%[176 µM]
O=C(c1ccncc1)N1CC(Oc2ccccc2-c2nc(-c3cnccn3)no2)C1 | 6%
CC(C(=O)N1CCNC1=O)N(C)Cc1ccc(Cl)c(Cl)c1 (stereo not drawn) | 1%
CCOc1ccccc1NC(=O)c1cc2cc(OC)ccc2n1C | -24%
CCNC(=O)c1cccc(NC(=O)c2cnc3ccccc3n2)c1 | ?
COCCCNc1nc2c(c(=O)[nH]c(=O)n2C)n1CCc1ccc(OC)cc1 | 1%
Cc1cnc(-n2ncc(C(=O)NCC(C)(C)N3CCOCC3)c2C)nc1-c1cccs1 | 7%
COCCN1C(=O)[C@@H]2C[C@@H](CN2Cc2ccc(Cl)cc2)Oc2ccccc21 | 13%[176 µM]
Cc1ccc(C)c(S(=O)(=O)c2nnn3c2nc(NCc2ccc(F)cc2)c2ccccc23)c1 | -1%[6.33 µM]

# Going on with the list.
Compound | ALOX12 inh
CCn1ccc(C(=O)N2CCCC(c3noc(COC)n3)C2)n1 (stereo not drawn) | 43%[activator]
O=C(COc1ccc(Cl)cc1Cl)Nc1ccc2oc(=O)ccc2c1 | -5%
Cc1noc(-c2ccccc2OC2CCN(S(C)(=O)=O)C2)n1 (stereo not drawn) | 55%[activator]
COc1ccc2[nH]c(=O)c(CCC(=O)O)cc2c1 | -5%
Cc1nnc2n1CCC(N(C)C(=O)CCc1c[nH]c3ccccc13)CC2 (stereo not drawn) | 33%[activator]
Cc1nc2c(c(=O)c3ccccc3n2C)c2nc3ccccc3n12 | 15%
CN(C)C(=O)C1CCc2nnc(C3CCN(C(=O)c4ccccc4)CC3)n21 (stereo not drawn) | 9%[6.33 µM]
O=C(COc1ccc2c(=O)c(-c3ccccc3)coc2c1)OC1CCCCC1 | ?
O=C(CSc1ncnc2nc[nH]c12)Nc1ccc(Cl)cc1 | -6%
CC(C)(C)C(=O)NCc1ccnc2[nH]ccc12 | 82%[activator][176 µM]
N#Cc1ccc(C(=O)N2Cc3[nH]cnc3C[C@H]2c2nc(-c3ccc4c(c3)OCO4)no2)cc1 | 56%[activator]
CCOc1ccc(CC(=O)N2CCC(n3cc(-c4nc(C(C)C)no4)nn3)C2)cc1 (stereo not drawn) | 25%
COc1cccc(NC(=O)CSc2nnc(-c3ccc(C)cc3)c(=O)[nH]2)c1 | 29%
O=C(CSc1nnc2[nH]c(=O)c(Cc3ccccc3)nn12)Nc1cccc(Cl)c1 | 25µM*
Cc1ccccc1C(=O)Nc1ccc2oc(=O)ccc2c1 | 0%
COC(=O)CC(NC(=O)Cc1ccc(OC)cc1OC)c1cccs1 (stereo not drawn) | -3%
CNC(=O)[C@@H]1C[C@H](Oc2cccnc2)CN1C(=O)C(C)C | 20%
Cc1[nH]c(C)c(S(=O)(=O)Nc2ccc(C(C)C)cc2)c1C(=O)N1CCCCC1 | ?
CCN(CC(=O)NCc1cccs1)C(=O)C1CC(=O)N(c2cccc3ccccc23)C1 (stereo not drawn) | ?
Cc1sc2nc(N(CCO)CCO)n3nc(-c4ccccc4)nc3c2c1C | ?
COc1ccccc1NC(=O)C(=O)NCC(c1cccnc1)N1CCN(c2ccccc2F)CC1 (stereo not drawn) | 14%
CCOCC(=O)N1CCC(Oc2ncccc2C(=O)N2CCCCC2)C1 (stereo not drawn) | 32%[activator]
O=C(c1cccc(OC2CN(CC3CC=CCC3)C2)c1)N1CCOCC1 (stereo not drawn) | 28%
O=C(c1cccc2cnccc12)N1CCCC2(C=Cc3ccccc3O2)CC1 (stereo not drawn) | -13%
CCOc1ccccc1CNC(=O)c1noc(-c2ccc(F)cc2)n1 | 46%[activator]

# The results go on.
Molecule | ALOX12 inh
Cc1c(C(=O)O)cccc1-n1cccc1 | -33%
COC[C@H]1CCCN1Cc1nc(C2(O)CCN(C(C)C)CC2)cs1 | 1%[176 µM]
CN(CC1Cc2ccccc2O1)C(=O)c1cn(Cc2ccccc2F)nn1 (stereo not drawn) | ?
CCCNC1(Cc2cc(C(=O)N3CCCCC3)on2)COC1 | ?
CCC(C(=O)Nc1c(C)cccc1C)n1c(-c2ccc(=O)[nH]c2)nc2ccccc21 (stereo not drawn) | ?
Cc1ccc(NS(=O)(=O)c2cc([N+](=O)[O-])ccc2N/N=C/c2ccccc2)c(C)c1 | 0%
O=C(NCc1cccc(Cl)c1)C1CCN(C(=O)c2ncn3c2COC(c2ccc(F)cc2)C3)CC1 (stereo not drawn) | 22%
COc1ccc(C(=O)Nc2ccc(N3CCOCC3)cc2)cc1S(=O)(=O)NC1CC1 | 25%
Nc1c(Cl)cc(NC(=O)c2cnc3ccccc3n2)cc1Cl | ?
Cc1cc2oc(=O)cc(CN(C)Cc3nc4ccccc4c(=O)[nH]3)c2cc1C | -10%
Cc1ccccc1NC1(c2nnnn2-c2ccccc2C)CCCC1 | -25%
CC(C)(C)CN[C@@H]1CO[C@H](CNS(=O)(=O)c2ccccc2)[C@H]1O | 15%[176 µM]
CCOC(=O)c1c(C)[nH]c(C(=O)C(C)N(C)Cc2ccc(OC)c(F)c2)c1C (stereo not drawn) | 2%
CN1C[C@H](N(C)C)CCC[C@@H](C(=O)N(C)Cc2cccnc2)CC1=O | 23%[176 µM]
COc1cc2ccccc2cc1C(=O)N1CCC(C(=O)c2ccc3c(c2)OCCO3)CC1 | -7%
Cc1cccc(/C=C(/C#N)C(=O)c2c(C)[nH]c3ccccc23)c1 | 13%
CN(C)CCN(C)C(=O)c1ccc(NC(=O)Nc2ccc(-c3nc(N4CCOCC4)c4ccn(CC(F)(F)F)c4n3)cc2)cc1 | ?
CC(C)CCN1CCC2(CC1)CN[S+](=O)([O-])c1ccccc1N2 | 11%

# Shown with values ahead of the structure: 2 of the compounds above.
ALOX12 inh | SMILES
? | CCC(C(=O)Nc1c(C)cccc1C)n1c(-c2ccc(=O)[nH]c2)nc2ccccc21 (stereo not drawn)
15%[176 µM] | CC(C)(C)CN[C@@H]1CO[C@H](CNS(=O)(=O)c2ccccc2)[C@H]1O

# Bioassay records deposited in PubChem BioAssay by National Center for Advancing Translational Sciences (NCATS).
